# NPC1 promoter act: qHTS Assay for NPC1 Promoter Activators; AID 485313, 2010; Huh7 NPC1 promoter luciferase reporter, 24 h; actives 2.4% (n = 320,000); Potency, µM (series often up to 9.22 µM), for inactives: at the top dose activation, hits mostly activators;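 note: potency is the fitted concentration of half-maximal effect; % of control where 0% means no effect; nearly all actives have a fitted effect of over 60% in size; reporter is driven by a mutant NPC1 promoter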
#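 Luciferase expression driven by the NPC1 promoter was measured in stably transfected Huh7 cells after a 24 h compound incubation, using a luciferase reagent and a luminescence read.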
# ELG1 genotoxic: qHTS screen for small molecules that induce genotoxicity in human embryonic kidney (HEK293T) cells expressing luciferase-tagged ELG1. Potency, µM (titrated, usually from 46 µM), for the others: at the highest dose activity change, positive = activation, actives largely listed as activators. actives 1.3% (n = 330,000). HEK293T ELG1-luciferase reporter, luminescence, 16 h; note: potency is the fitted concentration of half-maximal effect; % of control where 0% means no effect; nearly all actives have a fitted effect of over 60% in size
#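 After overnight (16 hr) compound treatment at 37 °C, ELG1-luciferase HEK293T cells were lysed with ONE-Glo; luminescence quantified 30 min later at room temperature.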
# KCNH2 3.1 inh: qHTS for Inhibitors of KCHN2 3.1: Mutant qHTS | actives 0.95% (n = 340,000) | activity change, % (tested at about 1.8 µM) | Potassium voltage-gated channel subfamily H member 2, brain isoform KCNH2 3.1 (human) | U2OS KCNH2 3.1, thallium flux FluxOr; hits give low values;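 active = maximum activity change below -70%; inconclusive = maximum activity change from -70% to -50%; inactive = maximum activity change above -50%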;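 note: thallium influx rate constant from kinetic fluorescence after stimulation buffer; % is set by controls: 0 for no effect and ±100 for the full control effect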
#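 U2OS cells transduced with KCNH2 3.1 mutant virus (1.77 x 10^8 /mL, 4 h), plated overnight at 37 C, loaded 45 min with FluxOr dye plus Red40 quencher. Thallium flux rate constant from kinetic reads after stimulation buffer, normalised to controls.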
# FLuc modulator: qHTS profiling assay for firefly luciferase inhibitor/activator using purifed enzyme and Km concentrations of substrates (counterscreen for miR-21 project); Luciferin 4-monooxygenase (Photinus pyralis), P08659; actives 6.9% (n = 360,000); purified FLuc, Km substrates, luminescence inhibition; Potency, µM (top dose mostly 57.5 µM), without a hit: at the highest dose activity change, negative = inhibition, most hits filed as inhibitors; AID 588342, 2011;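 note: potency is the fitted concentration of half-maximal effect; plate controls were vehicle for no effect and reference inhibitor for full effect; nearly all actives have a fitted effect of over 55% in size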
#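 Purified P. pyralis luciferase (10nM final) with 10uM D-luciferin and 10uM ATP (Km levels) in 50mM Tris acetate pH 7.5, 10mM Mg acetate, 0.01% Tween-20, 0.05% BSA; qHTS 6-point titration, ~60 µM downward; luminescence read.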
# Gal4-VP16 FLuc: VP16 counterscreen qHTS for inhibitors of ROR gamma transcriptional activity; Drosophila S2 Gal4-VP16 UAS-luciferase, luminescence, 20 h; Potency, µM (titrated, usually from 53.6 µM), inactives show at the highest dose activity, negative = inhibition, actives largely listed as inhibitors; actives 3.5% (n = 310,000); AID 2546, 2010;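 note: Gal4-VP16 expression switched on by copper sulfate through the metallothionein promoter; potency is the fitted concentration of half-maximal effect; % is set by controls: 0 for no effect and ±100 for the full control effect; nearly all actives have a fitted effect of over 50% in size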
# RORgamma inh: qHTS for inhibitors of ROR gamma transcriptional activity; Potency, µM (series often up to 53.6 µM), for inactives: top-dose activity change, negative = inhibition, hits mostly inhibitors; Drosophila S2 Gal4-RORgamma UAS-luciferase reporter, 20 h; actives 5.4% (n = 310,000); Nuclear receptor ROR-gamma (Mus musculus), P51450; note: potency is the fitted concentration of half-maximal effect; % is set by controls: 0 for no effect and ±100 for the full control effect; nearly all actives have a fitted effect of over 60% in size
# Target sequence (P51450 whole entry, looked up, the tested form may be a part): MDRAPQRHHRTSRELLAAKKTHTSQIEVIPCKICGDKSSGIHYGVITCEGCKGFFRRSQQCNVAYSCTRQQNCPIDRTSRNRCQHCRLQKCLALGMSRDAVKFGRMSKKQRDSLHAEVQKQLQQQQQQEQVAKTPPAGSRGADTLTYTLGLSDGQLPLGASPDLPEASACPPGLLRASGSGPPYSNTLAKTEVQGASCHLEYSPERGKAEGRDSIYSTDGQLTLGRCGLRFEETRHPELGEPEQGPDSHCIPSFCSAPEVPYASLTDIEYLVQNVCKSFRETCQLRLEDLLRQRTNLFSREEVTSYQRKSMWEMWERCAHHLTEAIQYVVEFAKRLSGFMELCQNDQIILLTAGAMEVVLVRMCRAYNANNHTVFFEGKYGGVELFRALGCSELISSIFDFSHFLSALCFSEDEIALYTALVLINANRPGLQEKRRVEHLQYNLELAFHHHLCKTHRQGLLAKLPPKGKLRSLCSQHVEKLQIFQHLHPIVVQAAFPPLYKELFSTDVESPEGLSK
#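 Stable Schneider cell line, Gal4 DNA-binding domain fused to ROR gamma, UAS-luciferase. Cmpd 1 hr RT → CuSO4 700 uM final → 20 hr RT → luciferase reagent 10 min → luminescence.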
# Rab9 prom act: qHTS Assay for Rab9 Promoter Activators. AID 485297, 2010. Huh7 Rab9 promoter-luciferase reporter, luminescence, 24 h. Potency, µM (highest dose often 9.22 µM), for inactives: top-dose activation, negative = inhibition, actives largely listed as activators. actives 2.8% (n = 320,000); note: potency is the fitted concentration of half-maximal effect; % of control where 0% means no effect; nearly all actives have a fitted effect of over 60% in size
#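 Luminescence read-out: Huh7 cells stably expressing Rab9-luciferase, treated 24 h with compound at 37 °C, then lysed with luciferase reagent for 10 min at ambient before reading.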
# Coupling enz: qHTS Assay for Inhibitors of Fructose-1,6-bisphosphate Aldolase from Giardia Lamblia: Coupling assay counterscreen. coupling enzyme system counterscreen, AmpLite Red fluorescence. activity change, negative = inhibition, % at 58.2 µM, hits read low. actives 0.67% (n = 290,000). AID 2472, 2010; in the data active = activity change below about -30%; note: % is set by controls: 0 for no effect and ±100 for the full control effect
#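 Compounds tested against the coupling enzymes alone at 57.5 uM final; readout was AmpLite Red fluorescence (525/598 nm) after 20 min at RT.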
# Tb PFK block: qHTS Assay to Find Inhibitors of T. brucei phosphofructokinase; Potency, µM (highest dose often 57.5 µM), without a hit: top-dose activity, negative = inhibition, actives largely listed as inhibitors; ATP-dependent 6-phosphofructokinase (Trypanosoma brucei brucei), O15648; actives 0.17% (n = 330,000); T. brucei PFK, ADP-Glo luminescence;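 note: potency is the fitted concentration of half-maximal effect; 0% = uninhibited 1x PFK enzyme wells and -100% = no-enzyme wells; nearly all actives have a fitted effect of over 60% in size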
# Target sequence (O15648 whole entry, looked up): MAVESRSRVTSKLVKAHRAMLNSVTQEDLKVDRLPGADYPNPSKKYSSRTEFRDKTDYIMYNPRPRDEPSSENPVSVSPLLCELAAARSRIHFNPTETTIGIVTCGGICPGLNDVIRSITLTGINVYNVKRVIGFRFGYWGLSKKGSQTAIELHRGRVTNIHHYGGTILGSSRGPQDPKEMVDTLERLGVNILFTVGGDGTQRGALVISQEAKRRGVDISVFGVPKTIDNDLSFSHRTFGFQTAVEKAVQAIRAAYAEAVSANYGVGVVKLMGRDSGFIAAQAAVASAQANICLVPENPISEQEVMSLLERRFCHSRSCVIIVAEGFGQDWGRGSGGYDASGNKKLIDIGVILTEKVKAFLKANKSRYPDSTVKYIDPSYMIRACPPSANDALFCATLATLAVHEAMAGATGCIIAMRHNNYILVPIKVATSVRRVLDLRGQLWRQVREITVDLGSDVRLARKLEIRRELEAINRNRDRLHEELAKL
#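 PFK 1.25 nM, F6P 0.5 mM, ATP 0.1 mM, 0.1 M TEA pH 8.0, 5 mM MgCl2, 0.01% Tween20, 0.1% BSA; 45 min RT. ADP-Glo readout. qHTS titration up to 57 uM; curves fitted, compounds curve-classed.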
# Giardia killer: Small Molecules that selectively kill Giardia lamblia: qHTS; activity change, % at 7.66 µM, hits read low; Giardia lamblia trophozoite viability; actives 0.15% (n = 340,000); in the data active = activity change below about -80%; inconclusive = between about -30% and that limit;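 note: parasites exposed to compound for two days anaerobically before the ATP read; % is set by controls: 0 for no effect and ±100 for the full control effect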
#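 Viability, read as ATP luminescence: trophozoites at 100 cells/well, compound added, 48 hrs anaerobic at 37 deg C, then 15-30 min room-temperature development before reading.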
# uPA surface inh: qHTS for Inhibitors of Cell Surface uPA Generation | cell surface uPA generation assay, qHTS | Potency, µM (highest dose often 38.3 µM), without a hit: at the highest dose activity change, negative = inhibition, most hits filed as inhibitors | actives 0.31% (n = 330,000) | AID 540303, 2011; active = well fitted inhibition curve with a large enough effect; inconclusive = small, poorly fitted or top-dose-only effect; inactive = no such curve, though single readings can be large or run the other way; tested in mouse RAW 264.7 cells; note: potency is the fitted concentration of half-maximal effect; % is set by controls: 0 for no effect and ±100 for the full control effect; nearly all actives have a fitted effect of over 55% in size
# The depositor's hits bear a star; ? = inconclusive; . = not tested or not shown; [ ] = remark or other dose. Unless noted, calls come from the whole dose curve; as a rule, active = well fitted curve in the direction sought with a large enough effect; inconclusive = small, poorly fitted or top-dose-only effect, or another doubt; inactive = no such curve, though single readings can be large; an effect the other way counts as inactive or inconclusive.
molecule,NPC1 promoter act,ELG1 genotoxic,KCNH2 3.1 inh,FLuc modulator,Gal4-VP16 FLuc,RORgamma inh,Rab9 prom act,Coupling enz,Tb PFK block,Giardia killer,uPA surface inh
Fc1cccc(Cl)c1Cn1ncc2ccccc21,15%,4%,11,?,?,-1%,9%,1,1%,-20,0%
CCc1csc(CCNC(=O)C2CCC(=O)N(Cc3cccc(C(F)(F)F)c3)C2)n1 (stereo unspecified),-11%,-2%,0,-3%,11%,14%,0%,.,2%,-8,7%
CC(=O)Nc1cccc(OCc2cnc(Cl)s2)c1,-2%,13%,16,-20%,-15%,4%,6%,-1,3%,10,14%
O=C(NCCCn1ccnc1)c1nc(Cn2ccc([N+](=O)[O-])n2)no1,2%,-1%,-17,-1%,8%,4%,-9%,-4,18%,-16,1%
Cc1[nH]c2ccccc2c1/C=C/c1nc2ccccc2c(=O)n1-c1ccc([N+](=O)[O-])cc1,3%,14%,7,-2%,-7%,-17%,-3%,-1,-19%,6,-3%
COc1ccc(S(=O)(=O)Nc2cccc(SC)c2)cc1C(=O)N1CCOCC1,1%,0%,-8,1%,2%,-28%,3%,1,0%,-21,-2%
Cc1ccc(C(CC(=O)O)NC(=O)c2ccc(S(=O)(=O)N3CCCC3)cc2)cc1 (stereo unspecified),-3%,0%,13,-2%,.,.,-1%,.,-3%,8,-3%
CN(CC(=O)Nc1ccc(F)c(F)c1F)c1ncnc2sccc12,0%,-7%,4,0%,-4%,23%,4%,0,-24%,1,-2%
c1ccc(CCNC2=NCCS2)cc1,6%,1%,10,3%,5%,-18%,2%,1,-6%,-14,2%
COc1ccc(-c2noc(C3CCCN(C(=O)c4ccccc4)C3)n2)cc1 (stereo unspecified),0%,0%,-2,19µM*,-1%,40%,-5%,0,-3%,14,4%
CN(C(=O)COC(=O)C1=COCCO1)c1c(N)n(Cc2ccccc2)c(=O)[nH]c1=O,-2%,3%,0,-1%,.,.,-2%,.,-1%,0,0%
CC1CN(CC(O)COc2ccccc2C(C)(C)C)CC(C)O1 (stereo unspecified),-8%,26%,2,-1%,.,?,-2%,2,-3%,-2,4%
O=[N+]([O-])c1cccc(/C=C/c2nc[nH]c2[N+](=O)[O-])c1,4%,5%,0,-2%,7%,1%,8%,-2,2%,-81*,-2%
COc1ccccc1CC(NC(C)=O)C(=O)NC1CCN(C(=O)Nc2ccc(F)cc2)CC1 (stereo unspecified),6%,2%,12,1%,-2%,-10%,1%,0,1%,26,3%
CC(C(=O)O/N=C(\N)c1cccnc1)c1ccc([N+](=O)[O-])cc1 (stereo unspecified),0%,-2%,1,6%,-12%,7%,-33%[inhibitor],1,-28%,9,.
CCOC(=O)c1nnsc1N,-4%,0%,13,5%,1%,-28%,-6%,-1,0%,-24,4%
CC(C)(C)[C@@H]1COC(=O)[C@H](Cc2ccc(F)cc2)C/C=C\C[C@@H](CC(=O)N(CCO)Cc2ccccc2)C(=O)N1,.,-3%,-1,.,.,.,.,.,0%,-7,-12%
CC(C)(C)c1ccc(S(=O)(=O)Nc2ccc(Cc3ccncc3)cc2)cc1,-2%,11%,?,?,?,?,-9%,-1,5%,-9,-2%
O=C(c1cccc(N2CCCC2=O)c1)N1CCN(c2ccccc2)CC1,1%,0%,-11,0%,-4%,3%,-1%,0,-3%,-13,-3%
CC1CCN(C(=O)COC(=O)c2cc([N+](=O)[O-])ccc2N2CCOCC2)CC1,-1%,-2%,8,0%,.,.,-6%,.,?,-9,-14%
CCC(C)C(=O)Nc1nc2c(s1)C(=O)CC(C)(C)C2 (stereo unspecified),-2%,3%,4,-1%,25%,31%,0%,0,2%,-6,9%
CCc1ccc(NC(=O)CN(c2cccc(C)c2)S(C)(=O)=O)cc1,-5%,-1%,-7,0%,-3%,0%,-6%,0,2%,4,.
O=C(NCc1cccs1)c1nc(-c2cccs2)no1,?,?,5,?,8%,33%,?,-4,10%,45[activator],3%
CCCCOC(=O)c1ccc(NC(=S)NC(=O)c2c(Cl)cnn2CC)cc1,-4%,0%,7,0%,18µM*,7.1µM*,-2%,4,2%,4,1%
O=C(Nc1ccccc1)OCCNC(=O)c1cccc(Cl)c1,6%,15%,-5,21µM*,11%,12%,-3%,1,-4%,-11,-2%
Nc1nc2ccc([N+](=O)[O-])cc2[nH]1,-4%,-11%,2,0%,-5%,-1%,-1%,2,2%,-5,-10%
CCc1cccc(CC)c1NC(=O)CSc1nnc(C(C)C)n1CC,-2%,2%,-1,0%,-4%,4%,-3%,0,1%,-14,5%
COc1cccc(N2CC(C(=O)Nc3nnc(SCCN4CCOCC4)s3)CC2=O)c1 (stereo unspecified),4%,0%,2,-1%,-5%,0%,2%,-1,3%,-6,1%
Cc1ccc(-c2nc3cc(NC(=O)C(C)C)ccc3o2)cc1C,0.35µM*,?,-6,0.27µM*,?,?,0.13µM*,-1,-6%,8,-6%
CCOc1ccc2nc3c(cc2c1)CN(CCOC)C(=NCCOC)S3,5%,1%,23,1%,8%,43%,1%,-10,9%,11,-2%
COc1ccccc1S(=O)(=O)Nc1cc(S(=O)(=O)N2CCCCC2)ccc1N1CCOCC1,-2%,-3%,-1,-7%,0%,8%,0%,0,3%,-9,0%
Cc1cc(C)nc(NNS(=O)(=O)c2ccc(F)c(Cl)c2)n1,-1%,1%,-18,-14%,.,.,0%,.,3%,24,-14%
O=C(NCCCc1ccccc1)c1c(O)nc2sccn2c1=O,1%,0%,2,5%,.,.,10%,.,-3%,-5,-9%
Cc1ccccc1CN(c1ccc(C(=O)NCCC2=CCCCC2)cc1)S(C)(=O)=O,-9%,-2%,-2,7%,-26%,39%,-13%,4,-1%,-12,2%
CCC(=O)Nc1ccc(-c2ccc(N3CCC(C)CC3)nn2)cc1,2.8µM*,?,13,9.5µM*,?,3.5µM*,1.4µM*,1,2%,23,?
CCC(=O)Nc1ccc(NC(=O)CSc2nnnn2-c2ccc3c(c2)OCCO3)cc1,-5%,4%,-4,-1%,2%,-4%,-3%,4,0%,2,-4%
CCS(=O)(=O)N1Cc2ccccc2CC1C(=O)OCC(=O)Nc1ccc(SC(F)F)cc1 (stereo unspecified),-5%,4%,-49,?,2%,35%,10%,-3,3%,4,-10%
CCOC(=O)NC(O)C(=O)c1cccs1 (stereo unspecified),0%,-2%,7,2%,3%,-13%,1%,2,-2%,-6,2%
CCOC(=O)C1=C(C)NC(=O)NC1c1ccc(OCCO)c(OC)c1 (stereo unspecified),0%,2%,8,-10%,.,-24%[0.365 µM],-46%[inhibitor],2,-19%,16,11%
CC(c1ccccc1)n1c(-c2cccs2)nc2c(c(=O)c3ccccc3n2C)c1=O (stereo unspecified),-5%,0%,-5,6%,-14%,-9%,-3%,19,1%,13,1%
O=C(CSc1nnc(CNC(=O)c2cccs2)o1)Nc1ccccc1F,-1%,-4%,-11,0%,0%,-18%,-3%,.,2%,-16,-1%
O=C(c1cccs1)C1CCCN(Cc2nc(Cc3ccccc3F)no2)C1 (stereo unspecified),-5%,-7%,-2,0%,-18%,29%,3%,1,-1%,-1,6%
COc1cccc(C(=O)SC2=NCCS2)c1,-3%,2%,-11,2%,-12%,-1%,0%,-3,-5%,2,-2%
OCCCNc1nc(-c2ccccc2)nc2c1oc1ccccc12,2%,-7%,4,?,-5%,13%,-2%,0,0%,-19,11%
O=C(C(=O)N1CCCCC1)c1c(-c2ccccc2)[nH]c2ccccc12,-1%,4%,-28,-2%,17%,-7%,-4%,0,3%,-26,1%
Cc1cc(C)nc(N/C(=N\S(=O)(=O)Cc2ccccc2)Nc2cccc(Cl)c2C)n1,-4%,-1%,-9,3%,0%,-4%,1%,2,1%,-23,-1%
Cc1ccc(NC(=O)Cc2csc(-c3ccccc3)n2)cc1F,-2%,-1%,-11,?,?,?,2%,-7,10%,10,2%

# Bioassay records: PubChem, National Center for Advancing Translational Sciences (NCATS)
